TexasRed fluor = Total Fluorescence Counterscreen for Inhibitors of the Interaction of Thyroid Hormone Receptor and Steroid Receptor Coregulator 2; actives 0.29% (n = 280,000); TRb/SRC2 Texas Red total fluorescence interference; Potency, µM (highest dose often 106 µM), for the others: top-dose fluorescence change, negative = quenching; AID 1479, 2009; active = well fitted curve in either direction with a large enough effect; inconclusive = small, poorly fitted or top-dose-only effect
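Flags fluorescent or light-absorbing compounds by total fluorescence, S + 2P, at 555 nm excitation and 632 nm emission. Mixture: 20 nM Texas Red SRC2 peptide, 0.6 uM human TRb LBD, 1 uM T3, 5% DMSO; compound exposure 5 h at ambient temperature.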
TRb SRC2 PPI = qHTS for Inhibitors of the Interaction of Thyroid Hormone Receptor and Steroid Receptor Coregulator 2. Thyroid hormone receptor beta (Homo sapiens), P10828. TRbeta-SRC2 peptide binding, fluorescence polarization; receptor liganded with 1 µM T3. Potency, µM (series often up to 106 µM), without a hit: at the top dose activity change, negative = inhibition, hits mostly inhibitors. actives 0.065% (n = 280,000); active = well fitted inhibition curve with a large enough effect; inconclusive = small, poorly fitted or top-dose-only effect, or effect the other way;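 also: plate controls were bound peptide for no effect and peptide without receptor for full effect; nearly all actives have a fitted effect of over 50% in size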
Target sequence (P10828 whole entry, looked up): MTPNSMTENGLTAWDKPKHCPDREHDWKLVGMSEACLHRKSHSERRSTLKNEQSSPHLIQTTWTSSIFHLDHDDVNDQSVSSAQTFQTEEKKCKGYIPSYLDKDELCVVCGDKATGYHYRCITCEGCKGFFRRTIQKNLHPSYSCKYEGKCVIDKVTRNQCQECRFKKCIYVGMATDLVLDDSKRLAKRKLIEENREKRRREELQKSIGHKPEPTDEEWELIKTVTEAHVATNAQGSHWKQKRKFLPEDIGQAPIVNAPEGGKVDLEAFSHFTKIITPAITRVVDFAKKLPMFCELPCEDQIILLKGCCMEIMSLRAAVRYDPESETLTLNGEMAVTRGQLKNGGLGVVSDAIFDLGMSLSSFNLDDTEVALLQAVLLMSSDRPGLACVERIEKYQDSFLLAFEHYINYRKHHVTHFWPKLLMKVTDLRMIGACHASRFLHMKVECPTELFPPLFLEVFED
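Polarization signal, normalized between peptide-alone and full complex controls, measured compound effects on T3-liganded human TRb LBD (0.6 uM) binding 20 nM Texas Red SRC2 peptide after 5 hr.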
An asterisk follows results filed as active; ? = inconclusive; [ ] = dose if it differs, or a comment. Unless noted, % is scaled to controls: 0 for no effect and ±100 for the full control effect; potency is read from the fitted curve at half-maximal effect. These rows are one share of the data, so the mix of outcomes need not match the whole.

SMILES	TexasRed fluor	TRb SRC2 PPI
CN(C(=O)CSc1nc2ccccc2n1CC(=O)NCc1ccc(F)cc1)c1ccc(F)cc1	-0.9%	-2.1%
COc1cccc(NS(=O)(=O)c2ccc3[nH]cc(C(=O)N(C)C4CCCCC4)c(=O)c3c2)c1	-2.2%	-2.3%
Cc1ccc2nc(NC(=O)CSc3[nH]c(=O)ncc3C)sc2c1	-1.4%	-2.6%
Cc1ccc(-n2ncc(C(=O)NCc3ccccc3)c2C2CCN(C(=O)OC(C)(C)C)CC2)cc1	-3.8%	3.9%
CCOc1ccc(OCC)c(NC(=O)CN(C)S(=O)(=O)c2ccc3c(c2)CCCC(=O)N3)c1	-0.8%	4.5%
O=C(COc1ccccc1F)OCc1cc(=O)n2nc(C3CCCCC3)sc2n1	-5.1%	1.5%
Cc1ccccc1CN1CCCN(CC(=O)Nc2ccc(F)cc2)S1(=O)=O	-0.7%	3.4%
CCOC(=O)CSc1nc2cc3c(cc2c(=O)n1CCCCCC(=O)NCc1ccc2c(c1)OCO2)OCO3	-7.2%	0.5%
CCOCCc1nn2c(=O)cc(COC(=O)c3cccc(C)c3)nc2s1	-1.2%	2.0%
Cc1cccc(C(=O)Nc2nc(-c3nnn(-c4cc(C)ccc4C)c3C)ns2)c1	0.6%	-0.8%

Of the compounds above, three contain fluorine:
SMILES	TexasRed fluor	TRb SRC2 PPI
CN(C(=O)CSc1nc2ccccc2n1CC(=O)NCc1ccc(F)cc1)c1ccc(F)cc1	-0.9%	-2.1%
O=C(COc1ccccc1F)OCc1cc(=O)n2nc(C3CCCCC3)sc2n1	-5.1%	1.5%
Cc1ccccc1CN1CCCN(CC(=O)Nc2ccc(F)cc2)S1(=O)=O	-0.7%	3.4%

Next part.
SMILES	TexasRed fluor	TRb SRC2 PPI
CCOc1ccc(NC(=O)Cc2c[nH]c3ccccc23)cc1	-3.0%	-8.8%
Cc1ccc(Cl)cc1NC(=O)C1CCN(c2nnc(C)c3c(C)n(-c4ccccc4)nc23)CC1	-0.7%	0.6%
COc1ccc(-c2ccc(=O)n(CC(=O)Nc3ccc(OC)c(OC)c3)n2)cc1	-0.7%	2.7%
O=C(O)c1cc(NC2(c3ccccc3)C(=O)c3ccccc3C2=O)ccc1Cl	-2.6%	3.8%
CCc1cccc(C)c1NC(=O)CN1C(=O)C2(SCC(=O)N2c2cc(C)cc(C)c2)c2ccccc21 (centres undefined)	-2.9%	-2.3%
COc1cccc(N2CCN(C(=O)C3CCN(S(=O)(=O)c4c(C)noc4/C=C/c4ccccc4F)CC3)CC2)c1	-4.0%	0.1%
Fc1ccc(CNc2ncnc3onc(-c4ccc(F)cc4)c23)cc1	-2.5%	-7.0%
COC(=O)c1ccc(NC(=O)CCc2c(C)nn(-c3ccc(N4CCCC4)nn3)c2C)cc1	-2.2%	7.8%
COc1ccc(-c2cc(C)no2)cc1S(=O)(=O)N1CC(C)Oc2ccccc21 (centres undefined)	-0.9%	-7.9%
CCC1CCCCN1C(=O)Cn1c(=O)n(CC2CCC(C(=O)NC)CC2)c(=O)c2sccc21 (centres undefined)	-1.1%	2.8%

Among those listed so far, three contain an NH in an aromatic ring:
SMILES	TexasRed fluor	TRb SRC2 PPI
COc1cccc(NS(=O)(=O)c2ccc3[nH]cc(C(=O)N(C)C4CCCCC4)c(=O)c3c2)c1	-2.2%	-2.3%
Cc1ccc2nc(NC(=O)CSc3[nH]c(=O)ncc3C)sc2c1	-1.4%	-2.6%
CCOc1ccc(NC(=O)Cc2c[nH]c3ccccc23)cc1	-3.0%	-8.8%

(further entries)
SMILES	TexasRed fluor	TRb SRC2 PPI
COc1cccc(CNC(=O)c2ccc3c(c2)nnn3C2CCCC2)c1	1.1%	8.1%
Cc1ccc(CCNC(=O)c2ccc(CSCc3ccccc3C)o2)cc1	0.1%	3.5%
COc1ccc(CNc2ncnc3onc(C)c23)cc1	?	-3.0%
CCOC(=O)c1sc(NC(=O)c2nc3ncccn3n2)c(C(=O)OC(C)C)c1C	-2.2%	2.8%
COc1cc(NC(=O)c2nn(-c3ccc(F)cc3)c(=O)n(C)c2=O)cc(OC)c1OC	-5.7%	-0.9%
O=C(CCNS(=O)(=O)c1ccc2c(c1)CCCC(=O)N2)NCc1ccccc1Cl	-3.0%	-5.7%
Cc1c(C(=O)Nc2cccc(Cl)c2)oc2ccc(S(=O)(=O)N3CCCCCC3)cc12	-0.1%	-5.1%
COc1ccc(NC(=O)c2c(NCc3ccc(OC)c(OC)c3OC)sc3c2CCC3)c(OC)c1	1.6%	-0.4%
COc1ccc(-c2c(C)c3cc(OC(=O)N4CCOCC4)ccc3oc2=O)cc1OC	1.6%	7.8%
O=C(NC1CCCC1)c1ccc2c(c1)N(Cc1ccccc1)C(=O)c1ccccc1S2	-1.0%	-10.1%
O=C(CCc1nc(CN2CCN(S(=O)(=O)c3ccc(Br)cc3)CC2)no1)N1CCCCC1	-0.3%	-3.1%
O=C(NC1CC(=O)N(c2cccc(F)c2)C1)c1ccc(S(=O)(=O)N2CCOCC2)cc1 (centres undefined)	-2.0%	-9.0%
Cc1ccccc1CNC(=O)c1ccc2[nH]c(C)c(C)c2c1	-4.3%	1.3%
COC(=O)c1ccccc1NC(=O)c1ccc(-c2nc(COc3ccccc3)c(C)o2)cc1	1.5%	-5.1%
Cc1cc(C)c(NC(=O)CCC(=O)N2Cc3ccccc3Oc3ncccc32)c(C)c1	-2.2%	4.3%
CCOc1ccccc1CNC(=O)c1cnc2sc(N(CC)CC)nn2c1=O	-6.4%	-1.9%
CCOc1ccc(-n2c(SCC(=O)Nc3ccc4c(c3)OCCO4)nc3c([nH]c4ccccc43)c2=O)cc1	-0.9%	4.6%
O=C(Nc1ccc(C(=O)N2CCN(c3cccc(Cl)c3)CC2)cc1)c1nsc2ccccc12	0.6%	1.0%
CCOc1ccc(NC(=O)C(=O)NCCc2csc(-c3ccc(F)cc3)n2)cc1	-3.1%	-1.4%
Cc1cc(O)c(C(c2cccc(F)c2)N2CCN(c3ccccc3)CC2)c(=O)n1Cc1ccco1 (centres undefined)	-1.5%	-9.7%
COc1ccc(CCNC(=O)c2ccc3c(c2)c(C)c(C)n3Cc2ccc(F)cc2)c(OC)c1OC	-1.5%	-0.2%
CCCCC(CC)CNC(=O)CN1C(=O)CSc2ccc(S(=O)(=O)N3CCOCC3)cc21 (centres undefined)	0.3%	-11.5%
CC(=O)Nc1cccc(-c2nc(-c3ccccc3)no2)c1	-4.9%	1.0%
Cc1cccc(Cn2c(=O)n(CC3CCC(C(=O)N4CCC(C)CC4)CC3)c(=O)c3sccc32)c1 (centres undefined)	-2.3%	6.4%
Cc1ccc(/C=C/c2onc(C)c2S(=O)(=O)N2CCC(C(=O)N3CCN(c4cccc(C)c4)C(C)C3)CC2)cc1 (centres undefined)	-4.5%	-1.3%
Cc1ccc(N(C)S(=O)(=O)c2ccc(-c3coc(C)n3)cc2)cc1	-6.6%	-0.5%
CCOC(=O)c1ccc(NC(=O)C2CCCN(c3ncnc4onc(C)c34)C2)cc1 (centres undefined)	-1.4%	7.2%
Cc1ccc2c(c1)c1c(c(=O)n(-c3ccccc3)c(=O)n1CC(=O)c1ccc(Cl)cc1)n2C	-1.9%	-0.4%
Cc1cccc(C(=O)Nc2ccccc2OCc2cc(=O)n3cc(C)ccc3n2)c1	-0.6%	3.5%
Cc1cccc(CNC(=O)C2CCN(c3nc4ccc(Cl)cc4[nH]3)CC2)c1	-1.5%	-11.1%

Some of the entries so far, as labelled records:
Cc1ccc2c(c1)c1c(c(=O)n(-c3ccccc3)c(=O)n1CC(=O)c1ccc(Cl)cc1)n2C
- TexasRed fluor: -1.9%
- TRb SRC2 PPI: -0.4%
Cc1cccc(C(=O)Nc2ccccc2OCc2cc(=O)n3cc(C)ccc3n2)c1
- TexasRed fluor: -0.6%
- TRb SRC2 PPI: 3.5%

Continuation.
SMILES	TexasRed fluor	TRb SRC2 PPI
COc1cc(Nc2nc(SCc3ccccc3Cl)nc3ccccc23)cc(OC)c1	-23.0%	2.7%
Cc1nnc(N2CCC(C(=O)NCc3ccc(N(C)C)cc3)CC2)c2nn(-c3ccccc3)c(C)c12	-0.3%	-10.8%
CCn1cc2nc(SCc3cccc(C(F)(F)F)c3)n(CCc3ccccc3)c(=O)c2n1	-1.2%	6.1%
COc1cc(CNC(=O)c2sc3ncccc3c2-n2cccc2)cc(OC)c1OC	0.4%	4.4%
Cc1ccc(NC(=O)Cn2nc(-c3ccccc3)nc(Cc3ccccc3)c2=O)cc1	-6.1%	-3.3%
CCOC(=O)c1cccc(NC(=O)N2CC=C(c3c[nH]c4ccccc34)CC2)c1	-0.4%	-1.7%
Cc1ccc(S(=O)(=O)N2CCC(c3ccncc3)CC2)c(C)c1	-2.4%	-1.2%
CCOc1cccc2sc(NC(=O)c3ccc(S(=O)(=O)N4CCCc5ccccc54)cc3)nc12	-3.1%	3.4%
COc1ccc2oc(-c3ccc(C)c(NC(=O)c4cccnc4)c3)nc2c1	-2.2%	4.2%
O=C1CC(c2nc(-c3ccccc3)no2)CN1c1ccccc1 (centres undefined)	-3.2%	1.9%
CC(C)(C)c1ccc(S(=O)(=O)NCc2ccc3c(c2)CCN3C(=O)c2ccccc2)cc1	-2.2%	6.6%
COc1ccc(CC(=O)N2CCc3cc(OC)c(OC)cc3C2COc2ccc(F)cc2)cc1OC (centres undefined)	0.4%	-0.8%
Cc1ccc(CSc2nc3ccccc3c3nc(CCn4c(C)nc5ccccc54)nn23)cc1	0.5%	-0.8%
Cc1ccc(NC(=O)NCc2cccn2Cc2ccccc2)c(C)c1	-2.9%	-4.7%
CC(C)(C)c1ccc(-c2nc(SCCOc3ccc(Cl)cc3)n3[nH]c(=O)cc3n2)cc1	1.0%	4.4%
Cc1ccc(-n2nc3c(N4CCC(C(=O)NCCC(C)C)CC4)nnc(C)c3c2C)cc1	-3.0%	-4.2%
CCOC(=O)C(CC)Sc1nnc2[nH]c(=O)cc(C)n12 (centres undefined)	-0.9%	-7.9%
Cc1cc(C)n(CC(=O)Nc2ccc(F)c(F)c2)c(=O)c1C#N	-0.6%	-5.2%
CCCN1CCc2nc(N3CCN(c4ncccn4)CC3)ncc2C1	-0.2%	2.6%
CCCCC(=O)Nc1cc(-c2cn3cccnc3n2)ccc1C	-42.3%	-1.6%
O=C(CC1N=C2c3ccccc3N=C(SCc3ccc(F)cc3)N2C1=O)NCc1ccc2c(c1)OCO2 (centres undefined)	-1.2%	-1.1%
COc1ccc(C(=O)Nc2ccc(-c3cc(C(F)(F)F)nn3-c3ccccc3)cc2)cc1OC	-2.8%	2.3%
O=C(CNS(=O)(=O)c1cccs1)N1CCN(c2cccc(C(F)(F)F)c2)CC1	-3.1%	0.5%
O=C(NCc1ccc2c(c1)CCN2C(=O)c1ccccc1)c1ccc(Br)o1	7.3%	-2.7%
CCc1ccc(CNC(=O)c2c3c(nc4ccccc24)C(=O)N(C2CCCCC2)C3)cc1	-7.1%	2.1%
COc1ccc2nc(N3CCN(C(=O)C4CC4)CC3)sc2c1	-3.0%	-2.7%
Cc1c(Cl)cccc1NC(=O)CSc1nc(=O)n(Cc2ccccn2)c2c1CCC2	0.9%	-4.4%
COc1ccc(-c2nn(-c3cccc(F)c3)c3c2cnc2cc(OC)c(OC)cc23)cc1	-3.1%	2.6%
COc1cc(NC(=O)CSc2ncc3c(n2)-c2ccc(Cl)cc2N(Cc2ccccc2)S3(=O)=O)cc(OC)c1	1.2%	-5.4%
CC(=O)C1=C(c2ccc(F)cc2)N(C(C)=O)n2c(nnc2C2CCCCC2)S1	-0.6%	-3.3%
COC(=O)c1ccc(C2C=C(c3ccc(Cl)cc3)Nc3nc4ccccc4n32)cc1 (centres undefined)	0.141µM*[quencher]	-26.6%

4 of the compounds above, as labelled records:
O=C(CC1N=C2c3ccccc3N=C(SCc3ccc(F)cc3)N2C1=O)NCc1ccc2c(c1)OCO2 (centres undefined)
- TexasRed fluor: -1.2%
- TRb SRC2 PPI: -1.1%
O=C(CNS(=O)(=O)c1cccs1)N1CCN(c2cccc(C(F)(F)F)c2)CC1
- TexasRed fluor: -3.1%
- TRb SRC2 PPI: 0.5%
COc1ccc(-c2nn(-c3cccc(F)c3)c3c2cnc2cc(OC)c(OC)cc23)cc1
- TexasRed fluor: -3.1%
- TRb SRC2 PPI: 2.6%
Cc1c(Cl)cccc1NC(=O)CSc1nc(=O)n(Cc2ccccn2)c2c1CCC2
- TexasRed fluor: 0.9%
- TRb SRC2 PPI: -4.4%
